MC4R ag barr: agonists of human melanocortin 4 receptor (MC4R) beta-arrestin; 360,000 compounds, 0.98% hits; U2OS MC4R beta-arrestin complementation, luminescence; percent of melanotan II response, DMSO zero; activation, % at 8.9 µM; P32245; AID 540308;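 active = activation above a per-plate cutoff, the mean activation of sample wells on that plate plus 3 SD, cut at about 8% in these data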
Vif imaging: blocks HIV Vif function; HEK293T cells, Vif self-association by quenched fluorescence, imaging, 24 h; inhibition, % at 7.49 µM; 340,000 compounds, 0.35% hits; in the data active = inhibition above about 50%, passing the limit was not always enough; also: some results filed as inactive read as strong as hits
NOD2-RIPK2 inh: inhibitors of human NOD2-RIPK2 interaction. O43353. CHO BLA complementation NOD2-RIPK2, CCF4 ratio. inhibition, % at 4.98 µM. 360,000 compounds, 0.38% hits. AID 624267; in the data active = inhibition above about 21%;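 also: 0% = vehicle only and 100% = reference blocker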
ABCB6 inh 2: blocks the human ABCB6 transporter; 360,000 compounds, 0.19% hits; Q9NP58; fluorescence ratio to DMSO, % at 10 µM; K562-ABCB6 porphyrin accumulation, flow cytometry, 1 h; stronger effect = lower value;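 active = fluorescence ratio to DMSO below 75%, the collection mean minus 3 SD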;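 also: signal is porphyrin accumulated inside mitochondria; 100% equals median channel fluorescence of DMSO control wells; lower ratio means ABCB6 inhibition with less porphyrin fluorescence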
Exocytosis inh: blocks lytic granule exocytosis; inhibition, % at 10 µM; TALL-104 LAMP-1 surface exposure, flow cytometry; cells stimulated with thapsigargin and PMA; 360,000 compounds, 0.66% hits; AID 651702;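 active = inhibition above about 55%, limit read from the data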
Glyco luc inh: N-linked glycosylation inhibition | D54 ERlucT glycosylation luciferase reporter, 24 h; percent of 100 nM tunicamycin response | reporter increase, % at 12.5 µM | 360,000 compounds, 0.23% hits | AID 588692;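 active = mean luciferase reporter signal, scaled so untreated is 0 and the glycosylation-blocking control 100, at or above a set limit in every replicate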;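 also: luciferase carries N-glycosylation sites so blocking glycosylation raises the light; 0% = median of neutral control wells and 100% = median of 100 nM tunicamycin wells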
TLR9-MyD88 inh: blocks human TLR9 binding to MyD88 | 340,000 compounds, 0.21% hits | Q9NR96+Q99836 | inhibition, % at 4.98 µM | CHO BLA complementation TLR9-MyD88, CCF4 FRET ratio;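 active = inhibition above the mean over all tested compounds plus 3 SD, cut at about 21% in these data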;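 also: 0% = DMSO only wells and 100% = clavulanate BLA inhibitor control wells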
Target sequence (Q99836 whole entry, looked up): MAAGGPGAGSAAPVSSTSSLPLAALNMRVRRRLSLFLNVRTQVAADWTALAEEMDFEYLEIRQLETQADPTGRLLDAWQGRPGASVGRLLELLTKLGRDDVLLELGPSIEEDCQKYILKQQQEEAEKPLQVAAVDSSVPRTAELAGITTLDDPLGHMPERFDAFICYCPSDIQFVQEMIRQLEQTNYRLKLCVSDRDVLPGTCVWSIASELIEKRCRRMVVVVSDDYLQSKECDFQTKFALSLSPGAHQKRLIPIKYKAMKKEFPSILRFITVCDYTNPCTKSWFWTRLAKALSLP
Target sequence (Q9NR96 whole entry, looked up): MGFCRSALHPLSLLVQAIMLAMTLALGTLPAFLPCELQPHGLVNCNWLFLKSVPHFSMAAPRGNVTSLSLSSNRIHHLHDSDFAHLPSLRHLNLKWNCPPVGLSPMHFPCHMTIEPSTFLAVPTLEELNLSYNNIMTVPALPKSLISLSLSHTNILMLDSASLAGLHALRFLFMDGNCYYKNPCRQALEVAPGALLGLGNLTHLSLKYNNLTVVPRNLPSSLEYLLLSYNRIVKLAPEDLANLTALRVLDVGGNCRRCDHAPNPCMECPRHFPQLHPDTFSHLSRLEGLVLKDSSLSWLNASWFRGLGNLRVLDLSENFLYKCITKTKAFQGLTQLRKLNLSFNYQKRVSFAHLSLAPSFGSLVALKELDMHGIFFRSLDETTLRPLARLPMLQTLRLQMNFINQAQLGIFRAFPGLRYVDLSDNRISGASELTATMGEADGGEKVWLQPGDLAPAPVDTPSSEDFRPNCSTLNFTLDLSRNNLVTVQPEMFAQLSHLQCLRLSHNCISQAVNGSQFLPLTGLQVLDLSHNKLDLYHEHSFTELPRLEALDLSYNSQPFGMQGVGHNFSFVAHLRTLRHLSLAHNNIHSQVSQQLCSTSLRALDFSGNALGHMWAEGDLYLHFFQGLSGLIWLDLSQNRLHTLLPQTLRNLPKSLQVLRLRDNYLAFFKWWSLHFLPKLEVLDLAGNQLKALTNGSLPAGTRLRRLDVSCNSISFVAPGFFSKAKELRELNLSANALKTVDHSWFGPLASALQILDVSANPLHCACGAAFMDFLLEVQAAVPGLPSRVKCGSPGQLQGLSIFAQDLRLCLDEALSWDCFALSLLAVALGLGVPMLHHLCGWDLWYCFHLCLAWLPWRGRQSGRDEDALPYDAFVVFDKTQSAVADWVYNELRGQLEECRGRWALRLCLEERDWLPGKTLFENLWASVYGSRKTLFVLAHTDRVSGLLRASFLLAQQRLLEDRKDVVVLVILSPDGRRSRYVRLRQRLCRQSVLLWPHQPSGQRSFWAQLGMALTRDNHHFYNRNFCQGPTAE
ABHD5 PLIN5 PPI: ABHD5-PLIN5 protein interaction inhibition; inhibition, % at 4 µM; Split G. princeps luciferase complementation, luminescence, 4 h; 360,000 compounds, 0.78% hits; Q00G26+Q8WTS1;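 active = inhibition above the mean inhibition across every tested compound plus 3 SD, cut at about 22% in these data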;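 also: 0% = DMSO only wells and the 100% control is not disclosed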
aDG glyco act: increases alpha dystroglycan glycosylation. Pro5-aDG cells, alpha-DG glycosylation AlphaScreen (IIH6); 0% Pro5, 100% B10-LARGE cell signal. activation, % at 10 µM. 360,000 compounds, 0.22% hits. AID 624168;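 active = activation of at least 8% versus controls, or a plate z-score of at least 8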;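 also: Pro5 are CHO cells carrying HIG-tagged alpha-DG that lacks glycosylation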
MC4R antagonist: human MC4R antagonism in cAMP assay; 360,000 compounds, 0.48% hits; inhibition, % at 6.5 µM; MC4R-expressing cells, MTII-stimulated cAMP, LANCE TR-FRET; AID 540295;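 active = inhibition above its plate's cutoff, the mean of tested wells on that plate plus 3 SD, cut at about 29% in these data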;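 also: 0% = Melanotan II alone and 100% = Melanotan II plus saturating MCL0020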
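Assay system: U2OS cells stably expressing human melanocortin 4 receptor (MC4R) / Dosing: 6.5 µM / Timing: compound 30 min, challenge 1 h, detection 1 h / Measured by: Eu-cAMP/anti-cAMP TR-FRET, emission 671 nm / Replicates: singlicate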
Starred values were filed as active, the others as inactive; nt = not tested or not shown. An excerpt, so the mix of outcomes need not match the whole.

Exocytosis inh	MC4R antagonist	ABHD5 PLIN5 PPI	TLR9-MyD88 inh	MC4R ag barr	aDG glyco act	NOD2-RIPK2 inh	Glyco luc inh	Vif imaging	ABCB6 inh 2	canonical_smiles
-1	4	3	2	-2.1	-0.4	-1	-2	4	92	COc1ccc([N+](=O)[O-])cc1NS(=O)(=O)c1cccc(C(=O)NCCCN2CCCC2=O)c1
-13	12	-1	-4	-1.1	0.4	-2	-1	nt	97	CCCCn1c(N)c(N(CC(C)C)C(=O)CCC2CCCCC2)c(=O)[nH]c1=O
0	16	2	-8	-1.5	0.6	-9	-4	-8	101	CCn1c(SCc2ccc(C#N)cc2)nnc1-c1ccc(S(=O)(=O)N2CCCCC2)cc1
4	-1	-1	-4	-1.6	-0.1	-2	0	nt	114	CC(C)c1ccc(NC(=O)C2CCN(S(C)(=O)=O)CC2)cc1
-2	15	-4	2	1.3	0.0	-15	-1	-2	92	CC1(C)CC(=O)c2cnc(NC(=O)CCc3ccccc3)nc2C1
32	4	26*	4	-1.1	-0.2	-14	-11	7	93	COC(=O)C1C=CC(OC2OC(COC(C)=O)C(OC(C)=O)C(OC(C)=O)C2OC(C)=O)n2c(=O)n(-c3ccccc3)c(=O)n21 (configuration not stated)
7	-1	8	-1	-12	-0.2	-10	-1	23	105	CC(C)C(=O)NC(=S)Nc1ccc(CN2CCOCC2)cc1
-4	-12	5	0	-2.3	0.1	2	4	-10	102	CC(/C=C/c1ccccc1)=N\NC(=O)c1cc(C)nc2ccccc12
2	3	-7	-2	-2.7	-0.3	4	0	1	98	Cc1c(C)n(CCC(=O)O)c2ccccc12
-1	-4	-6	-1	0.4	-0.1	-14	-1	nt	99	Cc1cccc(NC(=O)c2oc3c(c2C)C(=O)CC(C)(C)C3)n1
1	6	-8	-14	-3.1	2.6	-9	-1	4	98	COc1cccc(/C=C/C(=O)OCC(=O)N2CCN(S(=O)(=O)c3ccc(Cl)cc3)CC2)c1
-1	7	5	1	-0.2	2.3	-17	-18	0	103	C[C@@H](NC(=O)[C@@H]1Cc2ccccc2CN1)C(=O)Nc1ccc2c(c1)OCCO2
-2	-3	-1	10	1.3	0.0	-3	0	2	100	O=C(CCCC(=O)N(CC(=O)NC1CCCC1)Cc1ccccc1Cl)Nc1ccccn1
2	16	3	nt	-2.1	-0.2	-3	0	-16	99	Cc1nc(-c2ccc(S(=O)(=O)N3CCN(CCc4ccccc4)CC3)s2)cs1
5	-3	0	2	-1.1	-0.5	-3	-2	10	97	CCC(=O)N1CCN(c2ccc(Cl)cc2NC(=O)c2ccc(N3CCCC3)c([N+](=O)[O-])c2)CC1
6	2	50*	-4	-0.3	0.8	-9	2	-7	93	O=C(CN1CCCN(S(=O)(=O)c2ccc(Br)s2)CC1)Nc1ccc(Cl)cc1
-4	nt	1	nt	nt	-0.1	2	nt	nt	92	COC(=O)[C@@]1(C(C)C)N=C(c2cc(OC)c(OC)c(OC)c2)[C@]2(O1)C(=O)N(C)c1ccc(Cl)cc12
-1	2	5	3	-0.5	11*	4	-5	-18	93	O=C(CC1SC(=Nc2ccccc2)N(CCc2ccccn2)C1=O)Nc1ccc(F)cc1 (configuration not stated)
0	-3	4	-16	-0.8	0.7	1	2	-14	96	OC(CNCc1ccco1)Cn1c2ccccc2c2ccccc21 (configuration not stated)
23	3	6	1	-0.5	0.1	2	-2	-1	98	NC(=O)C1CCN(CC(O)COc2ccc(-c3ccccc3)cc2)CC1 (configuration not stated)
0	0	-5	1	-1.3	0.0	-2	1	2	99	O=C(NCc1ccccn1)C1CC(c2ccc(F)cc2)=NO1 (configuration not stated)
0	8	1	1	-2.1	3.1	-4	0	-1	104	CCc1nnc(NC(=O)[C@@H](NC(=O)c2cccc(S(=O)(=O)N3CCOCC3)c2)C(C)C)s1
0	-3	-5	-2	-1.4	-0.1	-1	2	-4	94	CNC(=O)/C(C#N)=C/c1cn(CC(=O)NCc2ccco2)c2ccccc12
-4	-3	-10	-4	-0.2	-0.1	8	0	-8	99	C=CCNc1oc(-c2ccc(OC)cc2)nc1C#N
-4	-2	4	-17	-3.5	0.1	-4	1	-7	96	O=c1c(Cc2ccc(F)cc2)c(O)ccn1Cc1ccco1
-1	8	-1	-12	-1.1	-0.1	0	3	19	98	CC(NC(=O)c1ccccc1)c1nnc(SCC(=O)NC2=NCCS2)n1C (configuration not stated)
-2	10	-4	-7	1.1	0.1	0	-1	nt	102	COc1cccc(C(=O)Nc2cc(C)ccc2NC(=O)COc2ccccc2)c1
-1	-3	3	-2	-2.0	0.2	6	3	4	98	Cc1ccc(C)c(SCC(=O)NC2CCS(=O)(=O)C2)c1 (configuration not stated)
20	3	-9	0	-2.6	0.2	-10	-2	4	103	Cc1ccc(N(CC(=O)NCc2ccccc2)S(=O)(=O)c2c(C)noc2C)cc1
3	-4	1	-2	1.0	0.1	-4	2	6	95	CN(Cc1ccccc1)S(=O)(=O)c1ccc(N2CCOCC2)nc1

Just NOD2-RIPK2 inh and ABCB6 inh 2 (2 entries from above):
smiles,NOD2-RIPK2 inh,ABCB6 inh 2
Cc1ccc(N(CC(=O)NCc2ccccc2)S(=O)(=O)c2c(C)noc2C)cc1,-10,103
CN(Cc1ccccc1)S(=O)(=O)c1ccc(N2CCOCC2)nc1,-4,95

Next part:
Exocytosis inh	MC4R antagonist	ABHD5 PLIN5 PPI	TLR9-MyD88 inh	MC4R ag barr	aDG glyco act	NOD2-RIPK2 inh	Glyco luc inh	Vif imaging	ABCB6 inh 2	canonical_smiles
8	-3	5	2	0.5	-0.3	-8	2	3	94	CC(=O)Cc1ccccc1OCC(=O)O
0	12	0	-2	20*	-0.1	-7	-1	1	101	COc1ccc(OC)c(NC(=O)COC(=O)c2cc3c(s2)CCC3)c1
-2	5	0	0	-1.1	-0.1	-8	12	4	97	COc1ccc(CNS(=O)(=O)c2cc3c(cc2C)N(C)CCO3)cc1
5	7	2	9	1.2	0.3	-9	-4	-3	93	O=C(Nc1ccc(Cl)cc1)C1CCCCN1S(=O)(=O)c1ccccc1 (configuration not stated)
0	8	-5	-3	-0.3	0.0	-8	-2	nt	106	CN1C(=O)C(C)(C)c2cc(S(=O)(=O)N3CCC(C(=O)Nc4ccc(Cl)cc4)CC3)ccc21
-9	4	1	-3	-1.0	0.2	3	2	-7	98	COC(=O)C[C@H]1c2cc(F)ccc2S(=O)(=O)N1C(C)C
10	4	1	-11	-1.9	-0.2	-13	3	nt	95	CCCCn1c(N)c(N(CCC(C)C)C(=O)c2[nH]c(C)c(C(=O)OCC)c2C)c(=O)[nH]c1=O
24	7	2	2	-2.9	-0.1	8	12	0	90	C=C1c2ccccc2NC(=O)N1c1ccc(OC)cc1
12	1	1	2	-1.9	0.0	0	-3	3	95	O=S(=O)(Nc1ccccc1C(F)(F)F)c1ccc(-c2ccccn2)s1
1	-4	11	10	0.4	-0.1	1	3	-1	103	CCc1ccc(Nc2cc(C)nc3ncnn23)cc1
1	21	-4	-3	0.0	0.1	-3	2	-8	96	CC(C)CN(CC(C)C)S(=O)(=O)N1CCC(C(=O)NCc2ccc3c(c2)OCO3)CC1
5	14	6	-8	2.2	-0.1	-1	-1	-2	101	COc1ccc(C(C)=O)cc1CSc1nncn1-c1ccccc1
-4	14	2	0	1.0	0.1	-6	-3	4	94	Cc1cccc(-c2nsc(SCC(=O)Nc3cc(C)on3)n2)c1
-16	12	-6	4	1.5	0.0	2	-1	-5	105	O=[N+]([O-])c1cccc(S(=O)(=O)NCC2CC3CCC2C3)c1 (configuration not stated)
-1	-1	7	4	-1.4	-0.1	0	-3	8	93	N#CCCn1c(SCC(=O)NCCc2ccc(F)cc2)nc2ccccc21
0	-2	2	3	-1.1	-0.1	2	1	25	102	Cc1cc(C)[n+](-c2ccc(Oc3ccccc3)c(S(=O)(=O)[O-])c2)[nH]1
-7	2	5	2	3.4	-0.1	1	1	1	96	O=S(=O)(NCC1CCC(NS(=O)(=O)c2c(F)cccc2F)CC1)c1ccc2c(c1)OCCO2 (configuration not stated)
6	14	-4	-1	-0.2	-0.1	4	0	-3	99	CSCCCN1CC[C@@H](N2CCN(c3ccccc3F)CC2)[C@H](O)C1
-2	-1	4	0	-0.4	-0.1	-4	-7	-13	98	COc1ccc(-n2nc(C(=O)NCC(=O)N3CCN(c4ccccc4F)CC3)c3ccccc3c2=O)cc1OC
12	10	1	-5	1.0	-0.1	-14	1	-2	98	Fc1ccc(-c2[nH]ncc2CN(CC2CCC2)CC2CCCO2)c(F)c1 (configuration not stated)
-16	17	2	-1	-0.8	0.9	-4	1	10	104	O=C(NC(=S)Nc1ccc(S(=O)(=O)Nc2nccs2)cc1)c1ccccc1F
-4	6	6	14	2.0	0.1	-4	-1	-1	98	COc1ccc(CNC(=O)C[C@@H]2C[C@H]3c4cc(NC(=O)C5CCC5)ccc4O[C@H]3[C@@H](CO)O2)cc1
0	5	-3	-9	-1.9	-0.2	2	0	29	99	Cc1ccc(Cl)c(OC(=O)Cn2cnc3c2c(=O)n(C)c(=O)n3C)c1
-2	-3	-2	nt	0.7	0.1	10	-1	nt	99	CC1(C(=O)Nc2cccc3c2CCCC3)CCN1C(=O)CCC1CCCC1 (configuration not stated)
0	14	3	1	-0.3	0.1	-1	0	-3	94	C=CC(=O)NC(NC(=O)C=C)c1ccccc1F
-2	5	-10	3	-2.7	-0.2	-1	3	4	104	COC(=O)c1c(-c2ccc(C(C)(C)C)cc2)csc1NC(=O)C1C2CCC(O2)C1C(=O)O (configuration not stated)
-2	3	-1	-9	0.2	0.3	8	-3	7	105	O=C(CCl)c1ccc(Cc2ncc(C(F)(F)F)cc2Cl)s1
1	5	-3	4	2.2	0.2	2	-2	-4	101	O=C(c1ccc(F)cc1)C1CCN(C(=S)Nc2ccc(F)cc2)CC1
8	-5	6	4	-1.7	0.3	-1	2	-3	99	CN(C(=O)CCN1C(=O)/C(=C/c2ccccc2F)SC1=S)C1CCS(=O)(=O)C1 (configuration not stated)
-2	-1	2	3	0.8	0.3	-9	2	-2	82	O=C(O)CC(c1cccc(Cl)c1)n1cccc1 (configuration not stated)
-8	4	-3	-9	-2.4	-0.2	-10	4	6	103	COc1ccc(S(=O)(=O)N2CCOC2CNC(=O)C(=O)NCCN(C)C)cc1 (configuration not stated)
6	3	-3	1	1.1	-0.4	-9	-1	-6	nt	NC(=O)c1sc2nc(N3CCOCC3)c3c(c2c1N)CCCC3
0	8	2	-4	4.0	0.3	6	1	3	93	Cc1ccc(NC(=O)c2ccccc2CCc2ccccc2)c(C)c1
-3	7	-1	-6	-0.2	-0.1	-6	-2	10	98	Cn1ncc2c1ncn1nc(COc3ccc4ccccc4c3)nc21
10	6	2	3	0.1	0.2	1	1	0	98	Cn1c(-c2ccc(N)cc2)nc2ccccc21

Random excerpt: 2 compounds from above
Exocytosis inh	MC4R antagonist	ABHD5 PLIN5 PPI	TLR9-MyD88 inh	MC4R ag barr	aDG glyco act	NOD2-RIPK2 inh	Glyco luc inh	Vif imaging	ABCB6 inh 2	canonical_smiles
7	-1	8	-1	-12	-0.2	-10	-1	23	105	CC(C)C(=O)NC(=S)Nc1ccc(CN2CCOCC2)cc1
6	14	-4	-1	-0.2	-0.1	4	0	-3	99	CSCCCN1CC[C@@H](N2CCN(c3ccccc3F)CC2)[C@H](O)C1

Source: PubChem
